TcdB GH inh: TcdB glycohydrolase inhibition; 0.24% of 350,000 active; inhibition, % at 9.99 µM; TcdB glycohydrolase enzymatic assay, plate reader; in the data active = inhibition above about 10%
PfHsp40 rescue: rescue of PfHsp40-mediated yeast toxicity; S. cerevisiae expressing PfHsp40, growth rescue, ATP luminescence; growth rescue, % at 12.5 µM; 0.68% of 340,000 active; AID 504582; in the data active = growth rescue above about 28%, passing the limit was not always enough;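 also: yeast W303a lacking pdr1 and pdr3 grown in galactose medium; growth measured after three days at 30 °C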
Vc quorum ag: quorum light induction in luxS cqsA deficient V. cholerae. AID 588436. V. cholerae BH1578 lux reporter, luminescence, 6 h. 0.16% of 350,000 active. activation, % at 18.7 µM; in the data active = activation mostly above about 9.7%, no sharp cut-off; also: not every result past the cut was called active; inactives centre near 0; reference of the scale not given here
PriA SSB inh: blocks PriA binding to SSB C-terminal tail. inhibition, % at 33 µM. 0.6% of 430,000 active. AlphaScreen SSBct-PriA binding, biotinylated peptide. AID 1272365; in the data active = inhibition mostly above about 37%, no sharp cut-off; inactive = mostly below about 20%;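 also: plate controls were negative control peptide for no effect and reference peptide for full effect; strong numbers were not always called active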
Y pestis TopoI: blocks Yersinia pestis topoisomerase I activity; Y. pestis Topo-I cleavage product accumulation, plate reader; activity, % at 10 µM; 0.064% of 360,000 active; in the data active = activity above about 50%, passing the limit was not always enough; also: inactives centre near 2
Anthrax LF inh2: anthrax lethal factor protease inhibition. inhibition, % at 10 µM. 0.12% of 360,000 active. multiplex microsphere protease cleavage assay, LF; in the data active = inhibition above about 30%; also: plate controls were buffer without enzyme for full effect and enzyme alone for no effect
3CLpro inhibitor: SARS-CoV 3CLpro protease inhibition; P0C6X7; recombinant SARS-CoV 3CLpro, quenched FRET peptide cleavage; inhibition, % at 6 µM; 0.14% of 290,000 active; AID 1706; in the data active = inhibition above about 12%
Rv3671c inh: Rv3671c (M. tuberculosis) protease inhibition; 0.048% of 320,000 active; inhibition, % at 5.96 µM; P9WHR9; in the data active = inhibition above about 38%;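 also: extracellular domain of Rv3671c used as enzyme; 0% = enzyme with DMSO and 100% = no enzyme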
Target sequence (P9WHR9 whole entry, looked up, the tested form may be a part): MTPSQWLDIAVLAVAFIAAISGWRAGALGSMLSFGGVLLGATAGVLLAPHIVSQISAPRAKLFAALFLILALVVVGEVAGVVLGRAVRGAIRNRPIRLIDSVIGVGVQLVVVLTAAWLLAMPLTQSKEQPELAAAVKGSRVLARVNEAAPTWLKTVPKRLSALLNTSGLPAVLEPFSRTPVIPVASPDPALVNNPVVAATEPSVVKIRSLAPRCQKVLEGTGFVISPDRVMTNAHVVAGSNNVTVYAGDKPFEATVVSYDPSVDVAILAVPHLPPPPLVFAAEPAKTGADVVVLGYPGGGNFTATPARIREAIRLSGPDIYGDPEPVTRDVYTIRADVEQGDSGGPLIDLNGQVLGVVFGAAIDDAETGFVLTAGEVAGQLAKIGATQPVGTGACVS
VHR inh abs: inhibitors of human VHR1 phosphatase (DUSP3). P51452. recombinant VHR phosphatase, pNPP absorbance. inhibition, % at 13.3 µM. 0.52% of 290,000 active. AID 1654; in the data active = inhibition above about 50%; also: some compounds called inactive have numbers as strong as hits
Target sequence (P51452 whole entry, looked up): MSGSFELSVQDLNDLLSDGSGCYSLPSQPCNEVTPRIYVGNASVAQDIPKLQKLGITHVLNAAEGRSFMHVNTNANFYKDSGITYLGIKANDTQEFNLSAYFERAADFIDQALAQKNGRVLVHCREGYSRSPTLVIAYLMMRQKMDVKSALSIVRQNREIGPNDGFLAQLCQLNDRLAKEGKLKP
MazEF act: activators of E. coli MazEF toxin-antitoxin RNase | activation, % at 20 µM | FAM/BHQ RNA-DNA oligo cleavage fluorescence, 5 h | 0.32% of 350,000 active; in the data active = activation above about 50%
Target sequence (P0AE70 whole entry, looked up): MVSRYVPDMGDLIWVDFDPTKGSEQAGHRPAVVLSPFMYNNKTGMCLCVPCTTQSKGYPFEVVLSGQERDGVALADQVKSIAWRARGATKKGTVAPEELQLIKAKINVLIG
Active calls of the source: *; i = inactive; . = not tested or not shown; & = joins results of further samples. Only part of the results is shown. The share of hits here may be higher or lower than overall.

SMILES	TcdB GH inh	PfHsp40 rescue	Vc quorum ag	PriA SSB inh	Y pestis TopoI	Anthrax LF inh2	3CLpro inhibitor	Rv3671c inh	VHR inh abs	MazEF act
CC(=O)c1c(N2CCOCC2)nc2ccc(Cl)cc2c1-c1ccccc1	2.0	2.0	-1.5	-10	-5	3	-1	3	17	-1
COc1ccc(Nc2cc(Cl)ccc2C(=O)O)cn1	1.4	-1.3	0.6	2	-5	0	-2	-2	48	-16
Cc1nc2ccccn2c1/C(O)=C1\C(=O)C(=O)N(CCN2CCOCC2)C1c1ccncc1 (stereo unspecified)	.	-0.5	0.8	.	-5	-5	-8	1	39	1
O=C(CN1CCCN(S(=O)(=O)c2ccc(F)cc2)CC1)Nc1c(Cl)cccc1Cl	-0.5	-0.1	-0.2	-11	33	-2	3	8	23	-1
COc1ccc(CC(=O)NC(c2ccccc2)c2ccccc2)cc1S(=O)(=O)N1CCOCC1	.	4.8	.	-15	31	-1	1	-1	31	-1
O=C(CN1CCN(S(=O)(=O)c2ccc(Br)cc2)CC1)N/N=C/c1ccc(Cl)c([N+](=O)[O-])c1	-2.5	0.8	-0.3	.	10	0	0	-2	-5	1
COc1ccc(C(C(=O)NC2CCCCC2)N(CC2CCCO2)C(=O)C2COc3ccccc3O2)cc1OC (stereo unspecified)	.	-0.2	2.9	-8	-8	-3	1	-7	9	-1
COc1ccc(Cl)cc1N=Cc1c(O)n(C)c(=O)n(C)c1=O	-0.1	0.4	-0.5	-3	5	3	-2	-12	24	15
Clc1ccccc1Cn1nnc(-c2ccccc2)n1	1.2	23	0.4	-18	3	0	-1	13	4	0
COc1ccc(COCC(O)CN2CCC(CN3C(=O)c4cccc5cccc(c45)C3=O)CC2)cc1OC (stereo unspecified)	.	1.4	-0.4	-2	1	-2	-1	-9	-11	12
COc1ccc(-n2c(=O)n(Cc3ccccc3)c(=O)c3[nH]cnc32)cc1	-0.8	-0.9	-0.6	-9	-2	0	4	4	20	6
Cc1ccc(S(=O)(=O)NNC(=O)Nc2cccc3ccccc23)cc1	1.3	-0.4	-0.3	3	6	-2	1	-1	7	2
O=C(NCCc1ccccc1)c1ccccc1SCC(=O)N1CCCC1	-1.4	2.3	-1.2	5	-7	-3	5	3	4	0
COC(=O)c1ccc(Cn2c(O)c(N=O)c3ccccc32)o1	-0.5	0.9	-0.7	9	12	-1	0	-25	32	7
O=C(CSc1ccccc1F)NNC(=O)c1cncc(Br)c1	0.7	1.9	1.0	-5	0	-1	.	0	.	2
O=C(O)c1ccccc1C(c1ccc(O)cc1)c1ccc(O)cc1	-22	-1.0	i	-4	1	1	3	-2	.	0
CC1(C)CCCN(Cc2c(O)ccc3c(=O)c(-c4nc5ccccc5s4)c(N)oc23)C1	1.7	2.1	-3.1	7	-1	-3	0	-17	29	-3
O=C(O)c1ccc(-c2noc(-c3ccccc3F)n2)cc1	1.3	-3.0	i	-6	0	-8	.	-7	.	4
Cc1[nH]c2ccccc2c1/C=N/NC(=O)Nc1ccccc1	-0.1	0.7	i	.	-16	-2	2	-3	7	1
CCC(CO)Oc1cc(NC(=O)c2ccccc2C)c2ncn(C(C)C)c2c1 (stereo unspecified)	1.9	0.3	-0.5	-7	6	9	.	1	.	10
CCCC(=O)N(C)c1nnc(-c2ccc(OC)cc2)s1	.	-1.5	i	3	-4	1	-4	3	10	12
Cc1cc(C)n(-c2nnc(Cl)c3ccccc23)n1	1.1	0.7	i	-10	6	-2	-3	4	5	-12
CCOC(=O)N1CCN(C(=O)CCNS(=O)(=O)c2cc(Br)cnc2N)CC1	.	-0.9	-0.3	-9	-3	-3	6	-20	44	1
COc1cccc(C(=O)N2N=C(c3cccc(OC)c3)CC2(O)C(F)(F)F)c1 (stereo unspecified)	.	-0.2	1.8	0	-1	-1	6	-1	35	-4
CC(=O)c1ccc(NC(=O)C(C)NCc2ccccc2Cl)cc1 (stereo unspecified)	1.7	-1.0	-0.4	-19	20	-8	3	4	11	-12

(next part)
SMILES	TcdB GH inh	PfHsp40 rescue	Vc quorum ag	PriA SSB inh	Y pestis TopoI	Anthrax LF inh2	3CLpro inhibitor	Rv3671c inh	VHR inh abs	MazEF act
COc1ccc(-c2nnc(SCC(=O)NCCc3ccccc3)o2)cc1	.	-0.9	1.3	-2	8	0	-2	-1	22	-4
O=C(Nc1ccc(S(=O)(=O)N2CCCCC2)cc1)c1ccccc1Cl	.	2.7	2.9	7	6	8	4	0	22	8
CCOC(=O)Cc1csc(NC(=O)CCNS(=O)(=O)c2ccc3c(c2)CCC(=O)N3)n1	.	-1.0	-3.2	-2	-3	0	1	-7	29	9
CCOC(=O)c1oc2cc(O)cc(C)c2c(=O)c1-c1cscn1	.	-0.3	i	2	2	-4	4	1	6	8
N#CNC1=NCN(Cc2ccccc2)CN1	.	-1.2	-0.1	-15	-10	3	-2	11	15	0
C/C=C(\C)C(=O)NCCN1C2=NC[C@@H](C)N2C[C@H]1Cc1ccc(O)cc1	-4.9	-0.1	-0.5	-14	4	-15	2	8	14	-3
CC(OC(=O)C1CCN(S(=O)(=O)c2ccccc2)CC1)C(=O)Nc1ncc(Cl)cc1Cl (stereo unspecified)	.	-1.3	i	2	15	-7	-1	3	-8	1
COc1ccc(N2CCN(S(=O)(=O)c3ccc(-n4cnnn4)c(C)c3)CC2)cc1	0.1	0.2	-0.4	9	7	0	5	4	4	2
CCCCOC(=O)c1[nH]c2c(c1C)C(=O)CC(c1cc(OC)c(OC)c(OC)c1)C2 (stereo unspecified)	0.9	-1.2	-0.4	-9	20	-6	1	-1	19	6
O=C(CSC1=NS(=O)(=O)c2cc(F)ccc2N1)NCc1ccccc1Cl	2.1	0.7	i	0&-1	1	-1	.	3	.	0
O=c1c2ccccc2oc2cc(OCc3cccc(F)c3)cc(O)c12	-1.1	-2.1	-1.1	-9	2	2	3	.	6	-2
O=C(N/N=C/c1ccccc1OC(=O)N1CCOCC1)c1cccs1	0.0	-0.4	-0.2	.	8	-7	2	12	18	8
CC1(C(=O)NS(=O)(=O)c2ccccc2Cl)CCN1C(=O)C1(c2ccc(Cl)cc2)CCC1 (stereo unspecified)	-2.8	.	1.6	.	0	3	.	.	.	.
NC(=O)C1CCCN(C(=O)c2ccc(NC(=O)c3cccs3)cc2)C1 (stereo unspecified)	0.0	-0.4	-3.2	-27	-11	0	.	-1	.	3
Cc1c(OCC(=O)NCCCN2CCOCC2)ccc2c1oc(=O)c1ccccc12	0.7	-0.9	-0.3	-9	18	4	-2	0	2	8
O=[N+]([O-])c1ccc(N2CCCCC2)c(Cl)c1N1CCCCC1	.	1.3	i	32	16	2	1	-5	16	-4
COc1ccc(OC)c(NC(=O)COC(=O)CCCN2C(=O)c3ccccc3C2=O)c1	0.5	-0.9	-0.3	8	-1	0	5	-21	-4	1
CCOC(=O)/C=C/C(=O)Nc1ccc(Oc2ccccc2)cc1	1.1	-0.5	-0.2	-9	-12	-5	1	2	22	-6
Cc1cc(C)c(S(=O)(=O)NCC(=O)NCc2ccccn2)c(C)c1	1.4	0.3	.	-15	2	-1	3	-1	9	-8
CC(C)C(=O)Nc1cccc(C(=O)Nc2nnc(C(C)(C)C)s2)c1	.	0.1	i	-10	0	4	2	-2	31	4
COc1ccc(NC(=S)N2CCC(c3nc4ccccc4o3)CC2)c(OC)c1	2.6	0.9	-0.6	1	3	7	0	7	-3	9
Cc1nc2ncnn2c(C)c1Cc1cccc(C(F)(F)F)c1	6.2	0.7	-0.5	-2	-7	2	0	6	13	3
CCC1(c2ccccc2)SC(N)=NC1=O (stereo unspecified)	2.6	-1.4	8.3	.	-6	-2	.	.	.	14
CCc1ccc(NC(=O)COC(=O)CCCC2=NS(=O)(=O)c3ccccc3N2)cc1	0.1	0.8	4.5	-23	5	-7	1	3	18	5
COc1ccc(N=Cc2c[nH][nH]c2=O)cc1	.	0.6	-0.3	14	-4	-2	-2	3	17	5

Part of the list above, showing only Rv3671c inh, Vc quorum ag and PriA SSB inh.
| compound | Rv3671c inh | Vc quorum ag | PriA SSB inh |
| --- | --- | --- | --- |
| O=C(Nc1ccc(S(=O)(=O)N2CCCCC2)cc1)c1ccccc1Cl | 0 | 2.9 | 7 |
| CCOC(=O)Cc1csc(NC(=O)CCNS(=O)(=O)c2ccc3c(c2)CCC(=O)N3)n1 | -7 | -3.2 | -2 |

Shown bar-delimited: 11 of the compounds above.
mol | TcdB GH inh | PfHsp40 rescue | Vc quorum ag | PriA SSB inh | Y pestis TopoI | Anthrax LF inh2 | 3CLpro inhibitor | Rv3671c inh | VHR inh abs | MazEF act
CC(=O)c1c(N2CCOCC2)nc2ccc(Cl)cc2c1-c1ccccc1 | 2.0 | 2.0 | -1.5 | -10 | -5 | 3 | -1 | 3 | 17 | -1
COc1ccc(Nc2cc(Cl)ccc2C(=O)O)cn1 | 1.4 | -1.3 | 0.6 | 2 | -5 | 0 | -2 | -2 | 48 | -16
Cc1nc2ccccn2c1/C(O)=C1\C(=O)C(=O)N(CCN2CCOCC2)C1c1ccncc1 (stereo unspecified) | . | -0.5 | 0.8 | . | -5 | -5 | -8 | 1 | 39 | 1
O=C(CN1CCCN(S(=O)(=O)c2ccc(F)cc2)CC1)Nc1c(Cl)cccc1Cl | -0.5 | -0.1 | -0.2 | -11 | 33 | -2 | 3 | 8 | 23 | -1
COc1ccc(CC(=O)NC(c2ccccc2)c2ccccc2)cc1S(=O)(=O)N1CCOCC1 | . | 4.8 | . | -15 | 31 | -1 | 1 | -1 | 31 | -1
O=C(CN1CCN(S(=O)(=O)c2ccc(Br)cc2)CC1)N/N=C/c1ccc(Cl)c([N+](=O)[O-])c1 | -2.5 | 0.8 | -0.3 | . | 10 | 0 | 0 | -2 | -5 | 1
COc1ccc(C(C(=O)NC2CCCCC2)N(CC2CCCO2)C(=O)C2COc3ccccc3O2)cc1OC (stereo unspecified) | . | -0.2 | 2.9 | -8 | -8 | -3 | 1 | -7 | 9 | -1
COc1ccc(Cl)cc1N=Cc1c(O)n(C)c(=O)n(C)c1=O | -0.1 | 0.4 | -0.5 | -3 | 5 | 3 | -2 | -12 | 24 | 15
Clc1ccccc1Cn1nnc(-c2ccccc2)n1 | 1.2 | 23 | 0.4 | -18 | 3 | 0 | -1 | 13 | 4 | 0
COc1ccc(COCC(O)CN2CCC(CN3C(=O)c4cccc5cccc(c45)C3=O)CC2)cc1OC (stereo unspecified) | . | 1.4 | -0.4 | -2 | 1 | -2 | -1 | -9 | -11 | 12
COc1ccc(-n2c(=O)n(Cc3ccccc3)c(=O)c3[nH]cnc32)cc1 | -0.8 | -0.9 | -0.6 | -9 | -2 | 0 | 4 | 4 | 20 | 6

(listing goes on)
SMILES	TcdB GH inh	PfHsp40 rescue	Vc quorum ag	PriA SSB inh	Y pestis TopoI	Anthrax LF inh2	3CLpro inhibitor	Rv3671c inh	VHR inh abs	MazEF act
COc1ccc2[nH]c(C(=O)NCc3ccccc3)cc2c1	2.0	-0.6	-0.4	-7	-10	4	6	-9	26	-1
COCCn1nnnc1C(c1ccc(OC)cc1OC)N1CCN(c2ccccc2)CC1 (stereo unspecified)	.	1.7	-0.5	3	23	2	4	8	8	-2
CCCNC(=O)COC(=O)c1ccccc1C(=O)N(C)C1CCCCC1	0.4	1.1	i	11	-5	-1	4	-8	-2	8
COc1ccccc1CNc1nc(NC(C)C)nc2ccsc12	-0.8	.	-1.2	.	10	-7	.	.	.	.
CC(=O)c1ccc(NC(=O)c2ccc(COc3ccccc3[N+](=O)[O-])o2)cc1	-0.1	-1.7	-0.2	0	8	-2	3	-19	14	-10
O=C(Nc1nnc(-c2cccs2)o1)c1ccco1	1.1	0.4	-0.2	6&-20	-2	-10	-4	-3	29	2
COc1ccc(/C(C)=N/NC(=O)c2nnn(-c3nonc3N)c2CN(C)c2ccccc2)cc1	0.4	-1.1	i	.	-6	-1	-3	-12	6	-5
Cc1cn([C@H]2C[C@H](O)[C@@H](CNC=O)O2)c(=O)[nH]c1=O	1.0	.	-0.4	.	-6	-3	.	.	.	1
COc1ccccc1OCC(=O)NNC(=S)NC(=O)c1ccco1	.	6.8	i	-10	-10	-2	-2	-4	-6	2
CC(Oc1cccc(Cl)c1)C(=O)Nc1cc(S(=O)(=O)N2CCCCC2)ccc1N1CCOCC1 (stereo unspecified)	-0.4	-1.1	0.1	1	28	-3	.	3	.	-6
COc1ccc(CN2CCNC(=O)C2CC(=O)N(C)C2CCOCC2)c(F)c1 (stereo unspecified)	1.2	0.5	.	-17	3	2	1	3	14	0
